# From PubChem BioAssay
# RGS4 inhibitor = blocks human RGS4-accelerated GTP hydrolysis; Transcreener GDP fluorescence polarization, RGS4-accelerated GTP hydrolysis; AID 504845; Potency, µM (doses to about 114 µM), inactives show at the highest dose activity change, negative = inhibition, hits mostly inhibitors; P49798; 390,000 compounds, 0.039% hits; further: on the % scale 0 is the no-effect control and ±100 the full control effect; nearly all actives have a fitted effect of over 75% in size; some results filed as inactive show a strong effect at the top dose
# Target sequence (P49798 whole entry, looked up): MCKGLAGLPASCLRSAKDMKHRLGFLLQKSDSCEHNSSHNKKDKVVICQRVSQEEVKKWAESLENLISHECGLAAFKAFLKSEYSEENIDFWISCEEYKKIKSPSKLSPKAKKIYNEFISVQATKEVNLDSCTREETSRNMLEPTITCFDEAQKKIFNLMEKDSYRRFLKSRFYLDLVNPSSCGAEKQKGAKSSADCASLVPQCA
#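 MLSMR compounds (23 nl, pin-transferred) preincubated 10 min at room temperature with a 500nM (2x) first reagent, then RGS4 at 900nM (2x) plus Transcreener GDP mix added; fluorescence polarization (620/688 nm) read before and after 90 min at 30 °C.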
# IDH1 R132H inh = inhibitors of human mutant IDH1 R132H; Potency, µM (doses to about 76.6 µM), for the others: top-dose activity change, negative = inhibition, hits mostly inhibitors; AID 602179; IDH1-R132H enzyme, NADPH consumption, diaphorase/resazurin fluorescence; O75874; 390,000 compounds, 0.093% hits; further: on the % scale 0 is the no-effect control and ±100 the full control effect; nearly all actives have a fitted effect of over 65% in size
#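 IDH1-R132H (0.5 ug/mL) preincubated 30 min with compound, then NADPH (0.016 mM) and alpha-KG (2 mM) added; 80 min at RT, pH 7.5. Remaining NADPH coupled via diaphorase/resazurin to fluorescence (540/590 nm); concentration-response curves normalized to no-enzyme control.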
# TrxR1 substrate = substrates of rat thioredoxin reductase 1; purified TrxR1 substrate turnover, NADPH consumption readout; Potency, µM (top dose mostly 114 µM), inactives show at the highest dose activity change, negative = substrate turnover; 390,000 compounds, 0.01% hits; AID 588456; further: on the % scale 0 is the no-effect control and ±100 the full control effect; nearly all actives have a fitted effect of over 50% in size
#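 Rat TrxR1, dispensed at 90 nM, was prereduced with 400 uM NADPH (final) for 5 min at ~22 deg C, then incubated with compound 15 min before 400 uM selenite. A first-read NADPH fluorescence drop versus no-compound background flagged substrates.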
# TrxR1 inh = inhibitors of rat thioredoxin reductase 1; O89049; recombinant rTrxR1, NADPH fluorescence consumption, selenite substrate; Potency, µM (titrated, usually from 114 µM), for the others: top-dose activity change, negative = inhibition, hits mostly inhibitors; 390,000 compounds, 1% hits; further: on the % scale 0 is the no-effect control and ±100 the full control effect; nearly all actives have a fitted effect of over 65% in size
#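 Rat TrxR1 (90 nM in the dispensed reagent) was pre-reduced with 400 uM NADPH for 5 min at room temperature, then incubated with compound for 15 min. After 400 uM selenite was added, NADPH fluorescence (Ex 340/Em 450 nm) was followed for 8 min.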
# RXFP1 ag = activates the human relaxin receptor RXFP1. HEK293T-RXFP1 cAMP TR-FRET, 30 min; response scale: percent of porcine relaxin response, buffer zero. Potency, µM (doses to about 57.5 µM), for the others: at the top dose activation, actives largely listed as activators. Q9HBX9. 370,000 compounds, 0.3% hits; further: on the % scale 0 is the no-effect control and ±100 the full control effect; nearly all actives have a fitted effect of over 60% in size; many of its hits are not listed in these tables
#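 HEK293T cells stably expressing RXFP1 were pretreated with the PDE4 inhibitor Ro 20174, exposed to compounds for 30 min at 37C, lysed, and cAMP was read by TR-FRET. Data normalized to buffer (basal) and 29 nM porcine relaxin (100%).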
# ALOX12 inh = blocks human arachidonate 12S-lipoxygenase | P18054 | purified 12hLO, xylenol orange hydroperoxide absorbance | Potency, µM (highest dose often 108 µM), for inactives: at the top dose activity change, negative = inhibition, hits mostly inhibitors | 580,000 compounds, 1.1% hits | AID 1671190; further: on the % scale 0 is the no-effect control and ±100 the full control effect
# Target sequence (P18054 whole entry, looked up): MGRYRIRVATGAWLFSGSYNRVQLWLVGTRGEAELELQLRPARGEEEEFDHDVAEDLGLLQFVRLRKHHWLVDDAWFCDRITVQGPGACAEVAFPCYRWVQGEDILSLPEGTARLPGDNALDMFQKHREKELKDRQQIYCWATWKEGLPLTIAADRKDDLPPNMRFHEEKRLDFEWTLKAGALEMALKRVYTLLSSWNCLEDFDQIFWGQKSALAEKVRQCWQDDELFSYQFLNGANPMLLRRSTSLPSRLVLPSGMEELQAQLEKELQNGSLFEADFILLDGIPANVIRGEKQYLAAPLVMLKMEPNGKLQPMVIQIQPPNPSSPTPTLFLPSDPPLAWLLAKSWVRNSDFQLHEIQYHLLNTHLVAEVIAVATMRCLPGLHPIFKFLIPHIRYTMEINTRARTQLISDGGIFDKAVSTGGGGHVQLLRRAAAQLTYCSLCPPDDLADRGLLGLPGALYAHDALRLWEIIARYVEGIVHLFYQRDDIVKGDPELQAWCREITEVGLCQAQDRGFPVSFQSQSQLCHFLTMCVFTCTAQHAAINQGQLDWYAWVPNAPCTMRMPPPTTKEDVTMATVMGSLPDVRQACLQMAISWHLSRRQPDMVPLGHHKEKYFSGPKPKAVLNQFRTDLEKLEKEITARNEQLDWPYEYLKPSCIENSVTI
#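 Purified human 12hLO at 150 nM in 25 mM Hepes, 0.01% Triton X-100, pH 7.0, preincubated 15 min at room temperature with compound. Reaction started with 40 uM arachidonic acid, 30 min at room temperature. Hydroperoxide measured by Fe-xylenol orange, 573/405 nm absorbance ratio.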
# Vif-A3F inh = Vif-A3F binding inhibition. HeLa A3F-eYFP + Vif (tagged APOBEC3F with the HIV-1 protein that degrades it), YFP fluorescence increase. Potency, µM (doses to about 46.1 µM), for inactives: top-dose activity, negative = active. 390,000 compounds, 0.2% hits; further: % of control where 0% means no effect; nearly all actives have a fitted effect of over 65% in size
#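 HeLa cells stably expressing Vif plus C-terminally eYFP-tagged A3F were seeded, incubated overnight at 37 deg C, dosed with compound, incubated overnight again at 37 deg C. Yellow fluorescence (Ex 488/Em 500-530) reported blocked Vif-mediated A3F-eYFP degradation.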
# USP1-UAF1 inh = blocks the human USP1/UAF1 deubiquitinase complex. O94782. recombinant USP1/UAF1, Ub-Rhodamine cleavage fluorescence. Potency, µM (highest dose often 57.1 µM), inactives show at the highest dose activity change, negative = inhibition, most hits filed as inhibitors. 390,000 compounds, 0.23% hits. AID 743255; further: on the % scale 0 is the no-effect control and ±100 the full control effect; nearly all actives have a fitted effect of over 60% in size; inactives centre near -12
#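 Step one: compound is pinned into 1nM USP1/UAF1 in HEPES pH 7.8 buffer with TCEP. Step two: 15 min room-temperature incubation. Step three: Ub-Rho (150nM final) starts cleavage, tracked by fluorescence over six one-minute reads.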
# Vif-APOBEC3G blk = blocks the Vif interaction with human APOBEC3G | Q9HC16 | HeLa A3G-eYFP + Vif (tagged APOBEC3G with the HIV-1 protein that degrades it), YFP fluorescence, overnight | Potency, µM (highest dose often 46.1 µM), without a hit: at the highest dose activity, negative = active, actives largely listed as inhibitors | 410,000 compounds, 0.076% hits | AID 602310;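 further: on the % scale 0 is the no-effect control and ±100 the full control effect; nearly all actives have a fitted effect of over 60% in size; hits raise eYFP signal because A3G escapes Vif-driven loss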
#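 Read-out is eYFP fluorescence (Ex 488/Em 500-530) from Vif-expressing HeLa A3G-eYFP cells; more signal means A3G escaped Vif-mediated degradation. Cells plated overnight, compound pinned in, incubated overnight at 37 deg C.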
# The depositor's hits bear a star; i = inactive; ? = inconclusive; / = not tested or not shown; & = joins results of further samples; [ ] = remark or other dose. The call rests on the fitted dose curve; in most records, active means well fitted curve in the direction sought with a large enough effect; inconclusive means small, poorly fitted or top-dose-only effect, or another doubt; inactive means no such curve, though single readings can be large; an effect the other way counts as inactive or inconclusive. Potency means the concentration at half of the fitted maximal effect.
SMILES,RGS4 inhibitor,IDH1 R132H inh,TrxR1 substrate,TrxR1 inh,RXFP1 ag,ALOX12 inh,Vif-A3F inh,USP1-UAF1 inh,Vif-APOBEC3G blk
CCOC(=O)C1=C(C)N(C[C@@H]2CC[C@@H](Cc3ccc(-c4ccccc4)cc3)O2)C(=O)NC1c1ccc(C(F)(F)F)cc1 (stereo not given in full),7%,3%,-3%,28%,/,-8%,-1%,?,1%
COc1ccc(C(C)C)cc1S(=O)(=O)Nc1cccnc1,/,13%,/,/,/,0%,-3%,-19%,-2%
COCCn1c(N)c(N(Cc2ccccc2)C(=O)C2CCCCC2)c(=O)[nH]c1=O,-6%,0%,4%,20%,-0.5%,0%,0%,-16%,3%
N#Cc1ccccc1S(=O)(=O)N1CCN(C(=O)C2CCCC2)CC1,0%[56.9 µM],5%,-1%,11%,0.3%,2%,-13%,-21%,-5%
COc1ccc(-c2nc(CCNC(=O)c3cccs3)cs2)cc1,17%&2%,1%&0%,-3%&10%[57.1 µM],0%&8%[57.1 µM],-0.5%&0.0%,-11%,1%&7%,-9%&-25%,0%&2%
O=C(OCCCN=C1NS(=O)(=O)c2ccccc21)c1cccs1,3%,7%,0%,24%,-1.9%,0%,7%,-15%,1%
COc1ccc([N+](=O)[O-])cc1NC(=O)C1CCCN1S(=O)(=O)c1cccs1 (stereo not given),23%,0%,-5%[57.1 µM],-5%[57.1 µM],0.6%,-13%,-3%,-8%,-1%
O=C(O)c1ccc2c(=O)n3c(nc2c1)/C(=C/c1ccccc1C(F)(F)F)CCCC3,20%,-4%,-2%[57.1 µM],-13%[57.1 µM],-0.1%,2%,9%,-19%,2%
CCOC(=O)c1c(N)n(-c2ccc(Cl)c(Cl)c2)c2nc3ccccc3nc12,-1%,-8%,7%,12%,-0.2%,-8%,7%,-32%,-3%
COc1ccc(N2C(=O)C(CC(=O)Nc3ccccc3)N(CCC3=CCCCC3)C2=O)cc1 (stereo not given),-7%,0%,-4%,3%,7.5%,-18%,0%,-25%,-3%
CCOc1ccc(NC(=O)NNC(=O)c2cccnc2)cc1,-7%,-7%,3%,7%,3.8%,9%,-7%,-24%,2%
O=C(NC1CC1)c1ccc(S(=O)(=O)NC2CCCCCC2)cc1,8%,1%,6%[57.1 µM],12%,5.7%,-2%,-4%,-5%,-5%
O=C(CCS(=O)(=O)c1ccc(Br)s1)NCc1cccs1,-15%,4%,11%[57.1 µM],10%[57.1 µM],0.1%,-5%,-7%,-6%,0%
O=C(COc1ccc([N+](=O)[O-])cc1)NCc1cccnc1,-5%,0%,-6%,-9%,1.4%,8%,-5%,-18%,-1%
Cc1cccc(C(=O)NCC(=O)OCC(=O)c2cc(C)n(CC3CCCO3)c2C)c1 (stereo not given),-2%,-4%,8%[57.1 µM],9%[57.1 µM],-0.7%,5%,-18%,-20%,1%
CC1=C(C(=O)Nc2cccc(C)n2)C(c2ccc3c(c2)OCO3)C2=C(CC(c3ccco3)CC2=O)N1 (stereo not given),-13%,2%,46%[activator],-6%,-0.5%,-16%,1%,-22%,-5%
CN(Cc1ccccc1)c1ccc(N2C(=O)CCC2=O)cc1[N+](=O)[O-],-30%,1%,3%,14%,-2.5%,0%,-12%,-18%,-6%
O=C(CN(C1CCCCC1)S(=O)(=O)c1ccc(F)cc1)NCc1ccncc1,9%,2%,7%,9%,-2.2%,333%[activator],2%,-11%,0%
O=C(C[C@H]1C(=O)N(Cc2cccnc2)C[C@@H]1Cc1ccccc1)Nc1ccccc1,/,4%,/,/,/,-7%,-12%,2%,-4%
Nc1nncn1C(=O)c1c(Cl)cccc1Cl,-14%,8%,6%,13%,0.4%,27%,-1%,-12%,2%
CCN1CCN(CCNC(=O)c2cn(Cc3ccccc3F)nn2)CC1,8%,18%,-8%,-2%,2.4%,0%,-4%,-11%,0%
COc1cc(/C=C/C(=O)NC(C)C2CC3CCC2C3)cc(OC)c1OC (stereo not given),9%,-9%,16%,28%,0.5%,-11%,6%,-24%,-5%
N#Cc1ccccc1OCC(=O)N1N=C(c2cccs2)CC1c1ccco1 (stereo not given),-25%,-6%,-2%,-18%,-1.5%,-27%,-4%,-13%,0%
COc1ccc(-c2nc(CCNS(=O)(=O)c3ccc4c(c3)OCCO4)cs2)cc1,-2%,11%,11%[57.1 µM],-6%[57.1 µM],2.9%,-21%,-2%,-20%,3%
CCCn1c(N)c(N(CCOC)C(=O)c2cc(S(=O)(=O)N3CCCCCC3)ccc2OC)c(=O)[nH]c1=O,-17%,3%,-5%[57.1 µM],7%[57.1 µM],-0.1%,7%,-5%,-19%,3%
NNC(=O)c1cccn(Cc2ccc(Cl)cc2Cl)c1=O,20%,-10%,-5%,9%,0.0%,/,0%,-12%,1%
CCN1CCCC1CN(Cc1cc2cc(OC)ccc2[nH]c1=O)C(=O)NCc1ccccc1 (stereo not given),5%,0%,28%,-19%,1.2%,-6%,/,-24%,-1%
Cc1ccccc1C(=O)N(Cc1ccc(N(C)C)cc1)Cc1ccco1,-18%,/,-6%,6%,-0.3%,?,/,-11%,/
Cc1oc(C(C)(C)C)cc1C(=O)N1CCN(c2ncccc2C(F)(F)F)CC1,-20%,9%,3%[57.1 µM],12%[57.1 µM],-1.5%,?,-5%,-18%,-4%
CC(OC(=O)C1CCN(S(=O)(=O)c2ccc(Cl)cc2)CC1)C(=O)N1CCc2ccccc21 (stereo not given),0%,5%,-2%,17%,-0.4%,7%,/,-10%,1%
Cc1cccc(Oc2ncnc(N)c2[N+](=O)[O-])c1C,17%,2%,1%,-2%,1.2%,-15%,-16%,-24%,-6%
COC(=O)c1sccc1NC(=O)c1ccc(C(C)C)cc1,14%,17%,2%[57.1 µM],1%[57.1 µM],1.5%,1%,-4%,-3%,0%
Cc1ccc(S(=O)(=O)Nc2ccc(C(=O)OCC(=O)N(CCC#N)c3ccccc3)cc2)cc1C,-22%,-2%,1%,3%,1.3%,-14%,3%,-7%,-1%
Cc1nc(SCC(=O)Nc2cc(C(N)=O)cc(C(N)=O)c2)c2c(C)c(C)sc2n1,-17%[56.9 µM],5%,5%[57.1 µM],-8%[57.1 µM],?,2%,-27%,-4%,2%
O=C(CSc1nc2ccc(Nc3nc(N4CCOCC4)nc(N4CCOCC4)n3)cc2s1)NCc1ccco1,-29%,1%,-2%[57.1 µM],1%[57.1 µM],1.6%,?,1%,-25%,-21%
C=CCn1c(SCc2c(C)noc2C)nc2sc3c(c2c1=O)CCCCC3,20%,1%,1%,4%,5.2%,0%,-4%,-9%,1%
CCOc1c(C)cnc2c1c(=O)n(Cc1ccc(Cl)cc1)c(=O)n2C,-11%,10%,10%,8%,4.6%,20%,0%,-8%,4%
O=C(CCCn1c(=O)[nH]c2ccccc2c1=O)N1CCN(c2ccccn2)CC1,-10%,12%,3%,-1%,5.8%,15%,2%,-15%,-1%
COc1ccc2c(C)cc(SC3CCOC3=O)nc2c1 (stereo not given),20%,-1%,-3%,-23%[57.1 µM],11%,-2%,-2%,5%,0%
CCCCCCC(=O)Nc1ccc(S(=O)(=O)Nc2onc(C)c2C)cc1,-27%,-15%,1%,22%,/,0%,6%,-18%,0%
CCOC(=O)c1ccc(-c2c(C)cc3oc(=O)cc(-c4ccccc4)c3c2C)cc1,-7%,-7%,0%,22%,/,-4%,4%,-28%,-9%
Cn1cccc1Cc1nnc(SCC(=O)Nc2cccc(F)c2)n1-c1ccc(F)cc1,-14%,-7%,3%[57.1 µM],12%[57.1 µM],7.8%,i,0%,-6%,-12%
O=C(CC1SC(N2CCCCC2)=NC1=O)Nc1ccc(C(=O)Nc2ccccc2)cc1 (stereo not given),-15%,3%,-10%,-8%,1.0%,-13%,-27%,-8%,0%
CCCCn1cc2c(c1-c1ccccc1Br)c(=O)n(C)c(=O)n2C,3%,?,-2%,9%,0.0%,?,4%,-27%,3%
Cc1nc2ccc([N+](=O)[O-])cc2c(=O)n1Cc1ccc(F)cc1,?,-3%,-6%[57.1 µM],16%[2.29 µM],3.1%,1%,-9%,-12%,-5%
O=C(N/N=C/c1cc2c(cc1Br)OCO2)c1ccccn1,-14%,-3%,6%[57.1 µM],-1%[57.1 µM],6.6%,127%[activator],-9%,18%,0%
COc1ccc(-c2ccc(-c3noc(C4CCCCC4)n3)c(OC)n2)cc1,13%,3%,52%[activator],?,-1.1%,-1%,-8%,-26%,0%
O=C(CCCCCn1c(=O)[nH]c2ccccc2c1=O)NCc1ccccc1,3%,-5%,-3%[57.1 µM],9%[57.1 µM],7.4%,?,0%,-19%,-4%
CC(=O)OCC(=O)C1(O)CCC2C3CCC4=CC(=O)CCC4(C)C3(Cl)C(O)CC21C (stereo not given),-1%,4%,6%,5%,/,-5%,-23%,-14%,-6%

# Only part of the results is shown. The share of hits here may be higher or lower than overall.
